Screening data as filed in PubChem.
S1P4 agonist – S1P4 receptor agonists, primary screen, cell-based. activation, % at 4.98 µM. AID 1509, 2009. Sphingosine 1-phosphate receptor 4 (Homo sapiens), O95977. S1P4-expressing cell line, agonist reporter assay. hit rate 0.35% among 220,000; in the data active = activation above about 11%;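 note: 0% = DMSO vehicle and 100% = reference agonist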
TRPN1 ag – zebrafish TRPN1 channel agonists, primary screen, cell-based, HEK293, calcium fluorescence; transient receptor potential cation channel N1 (TRPN1/NompC), Danio rerio; HEK293 zebrafish TRPN1-YFP, Fluo-8 calcium fluorescence; 100% = response to 87 µM carbachol; activation, % at 3 µM; hit rate 0.18% among 220,000; AID 1424, 2008;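 active = activation above its plate's cutoff, the mean activation of test wells on that plate plus 3 SD, cut at about 19% in these data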;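 note: 0% = DMSO alone and 100% = 87 µM carbachol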
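System: zebrafish TRPN1-YFP in HEK293 cells / Dosing: 3 µM single point / Timing: dye loading 1 h at 37 °C, then 30 min room temperature / Signal: Fluo-8 calcium fluorescence, excitation 470-495 nm, emission 515-575 nm / Read-out basis: percent activation from peak over basal fluorescence ratio, control-normalized / Control set: high carbachol 87 µM, low DMSO alone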
Ba/F3 V617F tox – reduced viability of JAK2V617F-dependent Ba/F3 cells, primary screen, JAK2V617F inhibitor project, cell-based, Ba/F3 EpoR-JAK2V617F, luminescence; inhibition, % at 5.6 µM; ATP luminescence; hit rate 1.1% among 220,000;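 active = inhibition above the campaign mean plus 3 SD over all tested compounds, cut at about 24% in these data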;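 note: cytokine-independent growth of Ba/F3 cells driven by EpoR plus mutant JAK2; 0% = DMSO-treated cells and 100% = JAK inhibitor I control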
EP2 mod – EP2 receptor modulators, cAMP readout, primary screen, cell-based, HTRF cAMP, PGE2 stimulation | EP2-expressing cells, cAMP HTRF FRET, PGE2 co-stimulation | induction, % at 25 µM | hit rate 0.83% among 260,000 | AID 940, 2007;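 active = compounds whose cAMP rise, as percent of the full-agonist control response, exceeds 60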;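 note: rat C6 glioma line stably carrying human EP2 under a CMV promoter; the protocol text gives 20 µM as final concentration; 100% = response of wells given 1 µM PGE2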
Target sequence (P43116 whole entry, looked up): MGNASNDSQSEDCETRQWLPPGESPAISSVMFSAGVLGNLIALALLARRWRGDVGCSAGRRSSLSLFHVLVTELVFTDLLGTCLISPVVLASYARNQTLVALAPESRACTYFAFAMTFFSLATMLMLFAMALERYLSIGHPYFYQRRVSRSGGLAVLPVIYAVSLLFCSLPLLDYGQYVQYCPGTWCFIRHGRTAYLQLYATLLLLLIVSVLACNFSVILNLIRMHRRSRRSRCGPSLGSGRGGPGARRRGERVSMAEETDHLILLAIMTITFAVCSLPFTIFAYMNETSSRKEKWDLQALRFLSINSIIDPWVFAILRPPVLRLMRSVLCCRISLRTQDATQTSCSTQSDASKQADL
S1P4 antagonist – S1P4 receptor antagonists, primary screen, cell-based; Sphingosine 1-phosphate receptor 4 (Homo sapiens), O95977; S1P4-expressing cells, antagonist mode, reporter read-out; inhibition, % at 4.98 µM; hit rate 0.26% among 220,000; AID 1510, 2009; in the data active = inhibition above about 29%;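 note: 0% = wells stimulated with agonist and 100% = vehicle wells without agonist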
BaF3 tox – parental Ba/F3 cell viability inhibition, counter-screen for JAK2V617F inhibitor project, murine pro-B, CellTiter-Glo luminescence | inhibition, % at 5.6 µM | CellTiter-Glo ATP luminescence | hit rate 1.1% among 220,000 | AID 1486, 2009;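 active = inhibition above a per-campaign cutoff, the mean inhibition of all tested compounds plus 3 SD, cut at about 27% in these data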;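 note: 0% = DMSO wells and 100% = JAK Inhibitor I control wells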
TRPML3 agonist – human TRPML3 channel agonists, primary screen, cell-based, HEK293 TRPML3-YFP, Fluo-8 calcium fluorescence, 3 µM; 100% = the carbachol control signal; Mucolipin-3 (Homo sapiens), Q8TDD5; hit rate 0.29% among 220,000; activation, % at 3 µM;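 active = activation above its plate's cutoff, the mean activation of the plate's test wells plus 3 SD, cut at about 12% in these data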;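 note: 0% = DMSO only wells and 100% = carbachol wells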
Target sequence (Q8TDD5 whole entry, looked up): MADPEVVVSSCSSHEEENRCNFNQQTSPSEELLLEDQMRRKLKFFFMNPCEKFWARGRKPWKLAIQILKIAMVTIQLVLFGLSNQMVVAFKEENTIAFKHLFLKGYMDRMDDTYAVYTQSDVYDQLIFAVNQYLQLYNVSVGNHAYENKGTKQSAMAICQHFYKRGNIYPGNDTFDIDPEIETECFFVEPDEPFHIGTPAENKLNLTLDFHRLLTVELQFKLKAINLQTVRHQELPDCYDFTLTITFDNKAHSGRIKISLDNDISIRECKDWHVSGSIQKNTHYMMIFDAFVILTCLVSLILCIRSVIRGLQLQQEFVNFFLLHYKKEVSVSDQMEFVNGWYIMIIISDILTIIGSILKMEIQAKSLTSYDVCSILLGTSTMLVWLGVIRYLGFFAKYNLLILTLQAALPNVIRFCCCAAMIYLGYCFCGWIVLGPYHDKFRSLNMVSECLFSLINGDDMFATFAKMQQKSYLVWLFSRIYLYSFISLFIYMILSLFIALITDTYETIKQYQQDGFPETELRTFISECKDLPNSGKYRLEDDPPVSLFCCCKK
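Test system – HEK293 line with stable expression of human TRPML3-YFP channel · Control set – carbachol 87 µM final as high control (100%), DMSO as low control (0%) · Signal – Fluo-8 calcium dye fluorescence, ex 470-495, em 515-575 nm · Incubation – 1-h 37 °C dye load, 5-s basal, 120-s post-compound reads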
PERK inhibitor – block of dimerizer-induced PERK translation repression, primary screen, PERK inhibitor project, CHO PERK-DD cells, SEAP luminescence, HTS; AID 1416, 2008; hit rate 0.17% among 220,000; CHO PERK-DD fusion, SEAP luminescence translation reporter; Eukaryotic translation initiation factor 2-alpha kinase 3 (Homo sapiens), Q9NZJ5; inhibition, % at 5.6 µM;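 active = inhibition above the mean inhibition of all tested compounds plus 3 SD, set separately per screening campaign, cut at about 2.9% in these data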;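 note: PERK kinase domain activated by AP20187 dimerizer at 100 nM; 0% = DMSO with dimerizer and 100% = rapamycin at 8.4 µM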
m-calpain inh – inhibitors of pig calpain II, primary screen, biochemical, fluorogenic peptide substrate, 1536-well; purified calpain II, 30 min; inhibition, % at 16 µM; AID 1236, 2008; hit rate 0.37% among 220,000;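 active = inhibition above about 50%, limit read from the data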
* = called active by the depositor; & = joins results of further samples.

SMILES	PERK inhibitor	Ba/F3 V617F tox	m-calpain inh	TRPML3 agonist	BaF3 tox	S1P4 agonist	EP2 mod	S1P4 antagonist	TRPN1 ag
Cc1ccc(SCCC(=O)Nc2cc(C)on2)cc1	1.3	-0.6	-15.9	-0.5	1.6	0.3	14.2	-1.3	-3.2
O=C(O)c1cccc(Cn2c(Cl)c(/C=N/NC(=O)c3ccccc3O)sc2=O)c1	0.6	0.8	28.5	0.6	-0.9	1.5	1.0	-9.5	-1.0
O=C(Nc1cccc(C(=O)N2CCOCC2)c1)NC1CCCCC1	1.2	0.7	4.5	0.7	3.9	0.7	26.5&-17.6	-25.3	2.1
COc1cc2c(cc1O)CCN(C(=O)c1ccco1)C2C (stereo not given)	-0.8	-0.3	-13.4	0.6	3.0	0.4	24.8	-7.9	-2.0
O=C(O)c1ccccc1N(Cc1ccccc1)C(=O)COc1ccccc1	1.9	1.1	-10.1	0.6	-2.4	-1.6	0.4	-11.1	0.6
Cc1ccc(CN2CCN(Cc3cccn3-c3nccs3)CC2CCO)cc1 (stereo not given)	0.3	-2.9	-22.6	0.8	0.8	-1.9	-1.5	-3.1	0.1
Cc1ccc(C)c(S(=O)(=O)Nc2ccc3sc(C)nc3c2)c1	0.1	-1.3	-9.9	-1.3	3.6	1.3	-48.2	-3.2	-1.6
CCCC1C2C(=O)N(c3ccccc3)C(=O)C2ON1c1ccccc1 (stereo not given)	0.9	-1.2	13.8	1.3	-4.8	0.9	-3.6	-11.8	-0.6
Cc1[nH]nc(-c2ccc(OCc3cnn(-c4ccccc4)c3)cc2O)c1Oc1ccc(F)cc1	0.5	-0.3	-16.1	1.0	3.6	1.3	-36.8	-1.9	1.0
Cc1ccc(CNC(=O)C2CC(=O)OC23CCCC3)c(C)c1 (stereo not given)	0.1	0.0	-16.3	0.8	4.1	0.4	28.4	5.0	-0.1

Next entries follow.
SMILES	PERK inhibitor	Ba/F3 V617F tox	m-calpain inh	TRPML3 agonist	BaF3 tox	S1P4 agonist	EP2 mod	S1P4 antagonist	TRPN1 ag
COc1ccc(/C=C/C(=O)c2cc(Cl)ccc2O)c(OC)c1	-0.5	-2.6	-1.0	-1.0	3.6	0.8	35.9	11.2	0.6
N#CCCN(Cc1cccnc1)C(=S)NC(=O)C1CC1	1.0	-3.9	-38.6	0.9	3.8	2.9	29.4	-16.7	0.9
CCOc1ccc(N2C(=O)C3Sc4[nH]c(=O)sc4C(/C=C/c4ccccc4)C3C2=O)cc1 (stereo not given)	0.1	-2.6	-92.5	3.2	3.8	1.1	16.3	-10.2	0.6
CC1=C(C(=O)Nc2ccccc2)C(c2coc3ccccc3c2=O)C2=C(CCCC2=O)N1 (stereo not given)	-0.6	1.5	-5.0	0.3	0.9	2.1	8.7	-9.7	-0.5
CCOC(=O)N1CCN(C(=O)CSc2nc3ccccc3c(=O)n2-c2ccccc2)CC1	-0.4	-1.2	-14.7	0.3	0.4	-0.9	-11.8	-2.8	0.0
O=C(CC(NC(=O)c1ccccc1Cl)c1ccccc1)NCCc1ccc(Cl)cc1 (stereo not given)	0.6	-2.1	1.2	0.3	-4.6	-1.6	-10.0	-3.3	0.7
CC(=O)Nc1ccc(S(=O)(=O)Nn2cnnc2)cc1	-1.0	0.0	-24.2	0.6	1.8	-1.4	7.5&24.2	-11.4	1.1
CC(C)(C)c1ccc(C(=O)NCC(=O)OCC(=O)Nc2ccc3c(c2)OCCO3)cc1	0.5	-0.3	6.6	-0.2	2.0	0.6	14.9	-9.2	-0.2
COCCn1c(=O)[nH]c(=O)c2c(C(F)(F)F)cc(-c3cccs3)nc21	0.5	-3.7	-465.4	0.2	0.8	-0.7	0.5	-12.1	0.8
CCC(=O)N1CCc2cc(Br)cc(S(=O)(=O)CCC(=O)N(CC)CC)c21	-0.6	3.1	-0.2	0.2	6.8	0.7	11.1	7.2	1.1

Next records.
SMILES	PERK inhibitor	Ba/F3 V617F tox	m-calpain inh	TRPML3 agonist	BaF3 tox	S1P4 agonist	EP2 mod	S1P4 antagonist	TRPN1 ag
O=C(COC(=O)C1CCN(S(=O)(=O)c2cccc3cccnc23)CC1)c1ccc([N+](=O)[O-])cc1	1.8	0.6	4.7	0.5	-2.8	-2.5	-10.7	8.0	1.0
COc1ccc(NC(=O)C2CCN(S(C)(=O)=O)CC2)cc1Cl	0.8	-2.0	-0.7	0.8	7.1	0.3	9.7	4.4	-0.4
COc1ccc(/C=C(\C#N)c2cc(OC)c(OC)cc2[N+](=O)[O-])cc1	0.9	-1.0	-11.7	0.6	-1.2	-0.6	-0.2	-15.0	0.3
CCc1cc[n+](-c2nc3ccccc3nc2[N-]S(=O)(=O)c2ccc(Br)s2)cc1	0.2	-4.0	-22.2	1.2	-0.1	0.9	10.1	2.2	1.9
Cn1nc(-c2ccccc2)c(COC(=O)c2cccc(Cl)c2)c1S(=O)(=O)c1ccccc1	-0.5	-2.3	9.8	0.7	7.4	-2.6	25.0	-1.7	0.4
CCOC(=O)c1c(NC(C)=O)sc2c1CCCNC2=O	-0.8	-1.4	6.7	0.5	4.6	0.2	-11.7	6.4	1.4
O=C(N/C(=C\c1ccc([N+](=O)[O-])cc1)C(=O)N1CCOCC1)c1ccccc1	0.1	0.7	-0.8	0.8	9.0	-0.1	-7.5	-18.9	0.9
CCCc1cc(=O)[nH]c(SCC(=O)Nc2nc3ccc(OCC)cc3s2)n1	1.0	2.4	-13.5	-0.9	9.6	0.9	48.3	-3.4	-0.4
Cc1ccc2cc3c(N)c(C(=O)N4CCOCC4)sc3nc2c1	-0.3	-3.5	-14.7	0.5	2.5	-0.4	-20.3	-8.8	-0.1
CCN(CC)CC(=O)Nc1ccc([N+](=O)[O-])cc1	-0.5	5.6	7.7	-0.3	8.8	0.7	-22.8	-14.6	0.3

Continuation:
SMILES	PERK inhibitor	Ba/F3 V617F tox	m-calpain inh	TRPML3 agonist	BaF3 tox	S1P4 agonist	EP2 mod	S1P4 antagonist	TRPN1 ag
C=CCSc1nc(C)c(CC(=O)OCC(C)C)c(=O)[nH]1	0.3	-4.4	0.1	1.0	-1.1	0.1	34.3	-9.7	-0.2
C=C(C)CSc1nc(N)cc(=O)[nH]1	0.3	0.7	-5.3	1.3	2.9	-0.4	9.3	-29.2	0.0
N=C1C(c2ccccc2)=C(O)CN1c1cccc(S(=O)(=O)N2CCOCC2)c1	0.8	-2.6	-17.0	-0.5	3.2	0.8	9.3	-13.3	-0.9
Cc1oc(C)c(C(=O)O)c1C(=O)O	1.8	-3.8	7.5	0.9	-0.2	-0.3	-5.7	-3.8	-0.4
COc1ccccc1NS(=O)(=O)c1cc(NC(C)=O)ccc1N1CCCCC1	1.1	1.3	11.0	0.9	4.9	0.4	32.7	-10.5	-0.6
CN(C)c1ccc(/C=N/NC(=O)c2cc(=O)[nH]c3ccccc23)cc1	1.6	-0.1	1.3	0.7	-1.4	2.5	-25.7	-11.0	0.3
O=C(NCC1CCCO1)/C(=C/c1ccc(Cl)cc1)NC(=O)c1ccccc1 (stereo not given)	0.6	-0.1	1.7	1.3	2.1	1.2	-5.7	-2.2	0.8
CCOc1ccc(C(=O)O)cn1	0.8	-0.5	26.3	0.8	-0.2	-0.8	12.8	-0.7	2.4
O=C(COc1c(Br)cc(Br)c2cccnc12)N1CCc2ccccc2C1	0.4	-3.5	9.1	0.4	1.2	-4.0	-24.1	-7.0	-0.3
O=C(CN1CCN(c2ccc(O)cc2)CC1)Nc1cc(S(=O)(=O)N2CCCC2)ccc1Cl	-1.1	-0.9	-108.4	2.9	14.8	2.3	-41.4	-3.6	6.1

(next part)
SMILES	PERK inhibitor	Ba/F3 V617F tox	m-calpain inh	TRPML3 agonist	BaF3 tox	S1P4 agonist	EP2 mod	S1P4 antagonist	TRPN1 ag
CC(C)N=C(Nc1ccccc1)c1cccnc1	1.5	0.3	-1.7	0.2	2.5	0.4	-8.4	0.1	0.0
CCC1SC2=NC(C)=C(C(=O)OC)C(c3cccs3)N2C1=O (stereo not given)	-0.7	-0.3	-16.8	0.2	-0.1	-2.1	10.5	-15.9	-1.3
Cn1c(=O)c2cc(S(=O)(=O)NCCC(=O)NC3CCCCCC3)ccc2n(C)c1=O	-0.3	-3.0	-14.3	0.4	2.3	0.8	16.1	-10.0	-0.5
CC(C)Oc1cccc(-c2cc(C(=O)NC(=S)N(C)c3ccccc3C(=O)O)c3ccccc3n2)c1	0.1	-1.0	-87.3	0.5	4.6	0.3	1.3	-9.0	-0.4
Nc1c(C(=O)Nc2ccccc2)sc2nc3c(c(-c4ccco4)c12)CCCC3	-0.9	-0.6	-120.5	-0.1	6.2	0.7	16.4	-15.9	-0.5
Cc1ccc(NC(=O)COC(=O)[C@H](C)N2C(=O)C3CC=CCC3C2=O)cc1S(=O)(=O)N(C)C (stereo not given in full)	0.4	0.9	1.4	1.2	4.3	15.6*	-26.5	-16.6	1.8
CCOc1ccc2cc(C(=O)c3ccccc3)c(=O)oc2c1	0.1	3.9	23.3	0.7	8.3	-1.0	-9.1	-4.9	-1.3
Brc1ccc2c(c1)OCCOCCOc1cc(Br)ccc1OCCOCCOCCO2	-0.1	1.6	14.1	0.5	0.1	-1.9	10.1	-6.6	0.9
Cn1c(=O)[nH]c(=O)c2c1nc(CN1CCN(Cc3ccccc3)CC1)n2CC(N)=O	2.5	-3.8	-14.0	0.2	0.5	-1.8	15.3	-6.9	-0.8

Reprinted at random: 2 records from the list.
SMILES	PERK inhibitor	Ba/F3 V617F tox	m-calpain inh	TRPML3 agonist	BaF3 tox	S1P4 agonist	EP2 mod	S1P4 antagonist	TRPN1 ag
Nc1c(C(=O)Nc2ccccc2)sc2nc3c(c(-c4ccco4)c12)CCCC3	-0.9	-0.6	-120.5	-0.1	6.2	0.7	16.4	-15.9	-0.5
Cn1c(=O)[nH]c(=O)c2c1nc(CN1CCN(Cc3ccccc3)CC1)n2CC(N)=O	2.5	-3.8	-14.0	0.2	0.5	-1.8	15.3	-6.9	-0.8
